Source: PubChem BioAssay (The Scripps Research Institute Molecular Screening Center)
OXTR agonist: human OXTR agonism | P30559 | CHO-OTR cells, Fluo-8 calcium fluorescence; normalized: DMSO 0%, oxytocin 100% | activation, % at 3 µM | actives 0.32% (n = 320,000);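 active = activation above the mean of all tested compounds plus 3 SD, cutoff set per screening run, cut at about 20% in these data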;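 also: peak over basal fluorescence ratio from a 100 s FLIPR kinetic read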
TAAR1 antag: human TAAR1 antagonism; Q96RJ0; CHO RD-HGA16 TAAR1, Fluo-8 calcium fluorescence, antagonist; inhibition, % at 3 µM; actives 1.5% (n = 360,000); AID 624466;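 active = inhibition above a per-plate cutoff, the mean inhibition of test compounds on that plate plus 3 SD, cut at about 49% in these data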;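 also: 0% = DMSO plus EC80 beta-PEA response and 100% = DMSO alone without agonist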
Target sequence (Q96RJ0 whole entry, looked up): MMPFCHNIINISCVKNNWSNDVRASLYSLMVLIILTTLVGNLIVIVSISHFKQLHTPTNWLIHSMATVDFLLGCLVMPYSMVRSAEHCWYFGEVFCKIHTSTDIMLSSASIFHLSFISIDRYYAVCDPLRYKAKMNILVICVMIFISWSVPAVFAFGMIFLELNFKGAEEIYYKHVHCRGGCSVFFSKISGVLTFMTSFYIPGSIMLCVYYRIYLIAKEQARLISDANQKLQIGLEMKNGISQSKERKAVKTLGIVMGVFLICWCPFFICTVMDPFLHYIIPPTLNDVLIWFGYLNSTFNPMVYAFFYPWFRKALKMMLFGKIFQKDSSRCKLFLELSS
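System: RD-HGA16 CHO cells with stable hTAAR1 and Gα16 | Probe or stimulus: EC80 β-phenethylamine stimulus | Dosing: 3 µM, single point | Times: Dye loading 75 min at 37 °C, then 30 min room temperature | Measured by: Fluo-8 calcium-sensitive fluorescence | Read-out basis: % inhibition of agonist calcium response | Replicates: n of 1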
CHRM1 antagonist: antagonists of human M1 muscarinic receptor; P11229; CHO-K1 hM1, Fluo-8 calcium fluorescence, ACh EC80 antagonist; inhibition, % at 3 µM; actives 1.3% (n = 360,000); AID 588852;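 active = percent inhibition above its own plate's cutoff, namely the mean of that plate's compound wells plus 3 SD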;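 also: peak over basal fluorescence ratio during 140 s after agonist addition; 0% = ACh EC80 plus DMSO and 100% = DMSO alone without agonist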
V1aR counter: counter-screen for oxytocin receptor agonists: human V1a receptor agonists | P37288 | CHO-V1R cells, Fluo-8 calcium fluorescence, agonist mode; 0% DMSO, 100% 3 nM vasopressin | activation, % at 3 µM | actives 0.25% (n = 320,000) | AID 2797;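 active = activation above the mean activation of all tested compounds plus 3 SD, per screening run, cut at about 20% in these data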;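 also: signal is peak over basal fluorescence ratio across a 100 second FLIPR read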
Target sequence (P37288 whole entry, looked up): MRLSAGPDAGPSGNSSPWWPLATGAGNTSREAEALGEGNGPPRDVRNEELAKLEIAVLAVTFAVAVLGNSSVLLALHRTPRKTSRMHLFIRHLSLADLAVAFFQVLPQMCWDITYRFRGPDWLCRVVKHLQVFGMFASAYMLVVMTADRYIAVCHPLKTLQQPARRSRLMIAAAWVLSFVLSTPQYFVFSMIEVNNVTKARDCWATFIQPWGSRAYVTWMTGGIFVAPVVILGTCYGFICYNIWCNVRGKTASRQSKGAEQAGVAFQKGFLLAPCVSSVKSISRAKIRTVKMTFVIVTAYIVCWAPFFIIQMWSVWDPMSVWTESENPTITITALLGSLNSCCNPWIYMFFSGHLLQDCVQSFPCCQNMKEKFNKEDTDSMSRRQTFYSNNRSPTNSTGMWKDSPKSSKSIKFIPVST
TAAR1 ag: human TAAR1 agonism; actives 0.99% (n = 360,000); CHO RD-HGA16 TAAR1, Fluo-8 calcium fluorescence; vehicle wells 0%, saturating PEA agonist 100%; AID 624467; activation, % at 3 µM; Q96RJ0;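 active = activation above the mean activation of all test compounds in the run plus 3 SD, cut at about 38% in these data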
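test system = CHO RD-HGA16 cells carrying human TAAR1 plus Gα16 | schedule = 17-24 h seeding, 75 min 37 °C dye, 30 min RT | compound dosing = 3 µM single concentration | control set = DMSO and PEA EC100 | replicates = n 1 | signal = Fluo-8 fluorescence, 5 s baseline then 140 s kinetic read | measure = percent activation vs PEA EC100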
M1 PAM: positive allosteric modulators of human M1 muscarinic receptor | P11229 | CHO-K1 hM1, Fluo-8 calcium fluorescence, ACh EC20; 0% = ACh EC20, 100% = maximal ACh | activation, % at 3 µM | actives 0.088% (n = 360,000); in the data active = activation above about 19%, passing the limit was not always enough
M1 ag: agonists of human M1 muscarinic receptor. CHO-K1 hM1, Fluo-8 calcium fluorescence, agonist mode; 0% DMSO, 100% acetylcholine EC100. activation, % at 3 µM. actives 0.33% (n = 360,000);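 active = activation above the run's mean compound activation plus 3 SD, cut at about 16% in these data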;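 also: peak over basal fluorescence ratio within a 140 s kinetic read after compound addition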
OXTR potentiate: potentiates the human oxytocin receptor response | P30559 | CHO-OTR cells, Fluo-8 calcium fluorescence, potentiator mode; 0% = oxytocin EC15, 100% = EC100 | activation, % at 3 µM | actives 0.061% (n = 320,000) | AID 2445;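 active = activation above that plate's cutoff, the mean activation of tested compounds plus 3 SD, cut at about 6.6% in these data, passing the limit was not always enough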;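 also: 100% uses oxytocin at 75 nM as the full agonist control; some results filed as inactive read as strong as hits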
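test system = CHO-OTR cells, human receptor | compound = single-point 3.0 µM | schedule = 6 min compound pre-incubation at room temperature, 100 s kinetic read | signal = Fluo-8 no-wash calcium dye fluorescence, excitation 470-495 nm, emission 515-575 nm | repeats = single well per compound, singlicate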
CHO parental Ca: counter-screen: ATP calcium response change in parental CHO cells | parental CHO-K1, ATP-induced calcium, Fluo-8 fluorescence | inhibition, % at 5.6 µM | actives 0.63% (n = 330,000) | AID 463079;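 active = inhibition above that plate's mean sample inhibition plus 3 SD, cut at about 26% in these data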;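 also: 0% = ATP-challenged DMSO wells and 100% = DMSO wells without ATP; some compounds past the cut are filed as inactive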
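Assay system: parental CHO cells; Read-out basis: percent inhibition of ATP-evoked calcium rise, normalized to controls; Benchmarks: ATP and no-ATP DMSO wells; Compound dosing: single nominal dose of 5.6 µM per compound; Signal: Fluo-8 calcium dye fluorescence; Also added: ATP as calcium-mobilizing challenge; Repeats: singlicate.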
The depositor's hits bear a star; x = not tested or not shown. Compounds were not picked by outcome; 3.7% or so of the library scored in one or more.

no.	SMILES	OXTR agonist	TAAR1 antag	CHRM1 antagonist	V1aR counter	TAAR1 ag	M1 PAM	M1 ag	OXTR potentiate	CHO parental Ca
1	O=C(CCNC(=O)c1ccc([N+](=O)[O-])cc1)NCCCN1CCCC1=O	0.5	-18	-17	0.4	2	19	1	10	-14
2	COC(=O)c1c(NC(=S)Nc2ccc(C(=O)N3CCOCC3)cc2)sc2c1CCC2	0.8	29	-3	0.2	-1	14	-1	1	-9
3	O=C(CN1C(=O)CCSc2ccc(S(=O)(=O)N3CCOCC3)cc21)Nc1cccc(F)c1	0.6	-14	-1	0.1	1	-2	-3	-8	-19
4	CC(C)[C@H](NC(=O)OCc1ccccc1)C(=O)OCC(=O)N1CCN(c2ccc(F)cc2)CC1	8.2	9	-2	6.9	3	6	5	-12	-25
5	CCN(CC)CCN1C(=O)c2ccccc2NC1c1ccc(C)cc1 (stereo not drawn)	0.5	10	1	0.7	5	-6	-14	2	-24
6	COc1ccc(CC(NC(C)=O)C(=O)NC2CCN(S(=O)(=O)c3ccc(NC(C)=O)cc3)CC2)cc1OC (stereo not drawn)	0.0	4	-2	0.1	7	4	-5	2	-6
7	Cc1oc2cc3oc(=O)c(CC(=O)O)c(C)c3cc2c1-c1ccccc1	0.4	-11	-10	0.1	1	4	-5	7	-2
8	Cc1ccc(C(=O)CC2(O)C(=O)N(C)c3ccc(Br)cc32)c(C)c1 (stereo not drawn)	3.6	-12	-7	0.1	2	2	-5	-7	-18
9	CCOC(=O)N1CCC(Nc2c(N3CCN(c4cccc(C(F)(F)F)c4)CC3)c(=O)c2=O)CC1	1.2	22	9	1.9	2	-7	-7	-9	-15
10	Cc1cccc2cc(C#N)c(SCc3nnc(-c4ccccc4[N+](=O)[O-])o3)nc12	-0.3	14	0	-0.1	3	12	0	-6	-8
11	CCn1c(O)c(/C=N/N=C/c2ccc(OC)cc2)c2cc(C3=NNC(=O)CC3)ccc21	0.0	-6	-22	1.3	1	4	-2	0	17
12	S=c1sc2c(N3CCN(Cc4ccccc4)CC3)ncnc2n1-c1ccccc1	0.1	13	3	1.1	5	-2	4	-12	-9
13	COc1ccc(-c2cc(C(F)F)n3ncc(C(=O)N4CCN(C(=O)c5ccco5)CC4)c3n2)cc1	1.0	-23	-4	0.3	1	1	-10	-9	-28
14	CC1CCN(c2ccc3nnc(CCC(=O)N4CCCCC4)n3n2)CC1	-2.8	-37	-3	-1.6	-2	3	-6	-18	-12
15	Cc1ccc(NC(=O)CCNC(=O)c2ccc(Cl)cc2)nc1	-0.5	-18	-12	0.1	2	13	-1	-10	-11
16	O=C(/C=C/c1ccc(Cl)cc1Cl)Nc1ccncc1	1.7	-18	5	4.0	25	-7	-2	-8	-14
17	CC1(C)CC(=O)c2sc(NS(=O)(=O)c3ccc([N+](=O)[O-])cc3)nc2C1	0.5	-28	-18	-0.4	2	12	-3	-7	-1
18	CC(=O)NNc1ncnc2c1cnn2-c1ccc(C)c(Cl)c1	2.0	-20	-8	0.7	4	5	-2	-1	12
19	Cc1ccc(-c2nc(NC(=O)CSc3nnc4scc(-c5ccccc5)n34)ns2)cc1	-1.7	-23	-18	-0.9	-1	5	-5	1	-17
20	COC(=O)C1=C(C)N(Cc2ccccc2)C(=NCCN2CCOCC2)N[C@H]1CCc1ccccc1	0.8	-1	-7	0.1	0	9	-12	1	-16
21	O=C(NCCc1csc(-c2cccnc2)n1)c1cccc2ccccc12	0.6	-1	-12	0.2	3	-2	1	-5	-11
22	O=C(N/N=C/c1ccc2ncccc2c1)c1ccco1	0.8	-21	-12	-0.1	7	12	-4	-11	-3
23	COc1cccc(/C=C/C(=O)OCC(=O)N2CCN(S(=O)(=O)c3ccc(Cl)cc3)CC2)c1	0.1	-23	0	1.6	2	3	-2	-3	-1
24	COc1ccc(CCNC(=O)CN(Cc2ccc(Cl)cc2)S(C)(=O)=O)cc1OC	0.1	2	-22	-0.1	1	7	0	1	-17
25	Cc1cc(C)c(-n2c(SCCS(=O)(=O)c3ccc(F)cc3)n[nH]c2=O)c(C)c1	0.7	-17	-2	1.5	1	-2	-4	0	-16
26	CCOC(=O)c1sc(N)c(C#N)c1CSc1nnc(C2CCCCC2)n1N	-0.8	-6	3	-0.1	3	1	-3	-4	-12
27	COc1cc(OC)cc(C(=O)NNC(=O)c2ccccc2Br)c1	-0.8	-13	-10	0.1	0	11	-8	-3	-1
28	COc1ccccc1NC(=O)c1ccc(S(=O)(=O)N2CCC(C)CC2)cc1	-1.0	13	0	2.1	-3	4	-4	-3	-4
29	Cc1nn(-c2ccccc2)c(C)c1C(=O)OCC(=O)N(C)c1ccccc1	0.2	-18	-6	0.8	2	10	-3	2	-11
30	O=C(C(Sc1ccccc1)c1ccccc1)N1CCN(c2ccccc2F)CC1 (stereo not drawn)	-0.2	50*	-26	0.9	6	6	-1	-22	-17

Continued, overlapping the part above by two compounds.
no.	SMILES	OXTR agonist	TAAR1 antag	CHRM1 antagonist	V1aR counter	TAAR1 ag	M1 PAM	M1 ag	OXTR potentiate	CHO parental Ca
29	Cc1nn(-c2ccccc2)c(C)c1C(=O)OCC(=O)N(C)c1ccccc1	0.2	-18	-6	0.8	2	10	-3	2	-11
30	O=C(C(Sc1ccccc1)c1ccccc1)N1CCN(c2ccccc2F)CC1 (stereo not drawn)	-0.2	50*	-26	0.9	6	6	-1	-22	-17
31	C/C(=C\C(=O)Nc1nccs1)c1ccccc1	-1.4	-6	7	-0.8	8	4	3	-5	-23
32	O=C(CSc1nnc(COc2ccccc2Cl)o1)NC(=O)NC1CCCC1	3.7	7	10	4.4	8	-6	-4	-14	-13
33	Cc1nc2ccccc2n1CC(=O)NCCN1CCOCC1	0.2	9	1	0.6	2	1	-1	-4	-7
34	Cc1ccc(S(=O)(=O)N(C)C[C@H]2OCc3cnnn3CCCC(=O)N([C@@H](C)CO)C[C@H]2C)cc1	x	1	4	x	0	1	-5	x	x
35	COC/C=C/C1=CC2=CC(=O)C(C)(OC(=O)c3cnc4ccccc4n3)C(=O)C2=CN1Cc1ccco1 (stereo not drawn)	-1.0	-3	2	0.1	3	4	-7	-1	-11
36	Cc1ccc2c(CN3CCN(S(=O)(=O)c4ccccc4C(F)(F)F)CC3)cc(=O)oc2c1C	0.2	1	-11	1.6	4	10	-1	-5	-18
37	N#Cc1c(-c2ccccc2)cc(-c2ccccc2)nc1Br	-1.6	-13	-9	0.7	14	3	-5	-6	-10
38	COc1ccc(-c2ccccc2)cc1NC(=O)[C@@H]1O[C@H](CO)[C@@H](O)[C@H]1O	x	-12	-9	x	0	6	-2	x	x
39	COC(=O)c1ccc(COc2cc([N+](=O)[O-])cc3cccnc23)cc1	-0.3	-13	x	-0.6	0	x	x	-4	9
40	COc1ccc(CN2C(=NC(=O)C3CC3)SC3CS(=O)(=O)CC32)cc1OC (stereo not drawn)	-0.3	-18	-9	0.1	1	7	0	-18	-6
41	O=C(NC1CC1)C1CC(=O)N(c2cccc(Cl)c2)C1 (stereo not drawn)	-0.4	9	-15	1.1	0	7	-3	-12	-18
42	Cc1nc2ccccc2n1C(=O)c1cc(-c2ccc(Br)cc2)nc2ccccc12	-0.6	-7	-2	-0.1	8	3	-1	-5	-12
43	Cc1cc(C)c(C#N)c(OCc2ccc(Cl)nc2)n1	-1.3	0	-8	-1.1	7	3	-7	-6	-8
44	O=C(Nc1ccn(Cc2ccccc2F)n1)c1ccc(COc2cc(Cl)ccc2Cl)o1	3.4	18	4	3.9	4	-4	-2	-5	3
45	Cc1cccc(NC(=O)CSc2nnc(-c3cc(C)[nH]n3)n2N)c1	0.3	-2	x	0.3	8	x	x	-6	28
46	CCCCNCc1cc(Br)c(OCC(=O)NCc2ccccc2)c(OC)c1	1.9	-13	-8	1.7	4	3	-5	-20	-17
47	COC(=O)c1ccc(COC(=O)CCc2nc(-c3ccccc3)c(-c3ccccc3)o2)cc1	4.6	20	15	2.2	7	-11	-4	-7	-32
48	CCOc1ccc(NC(=S)/C(=C(\[O-])c2ccc(C)c([N+](=O)[O-])c2)[n+]2ccccc2)cc1	-0.4	x	-5	-0.1	x	-15	-7	-2	-19
49	O=C1NC(=O)/C(=C/c2ccc(N3CCOCC3)o2)N1	2.0	-7	1	0.7	4	0	-2	0	-6
50	Cc1onc(-c2ccccc2)c1C(=O)OCC(=O)Nc1cccc(Cl)c1	1.1	12	11	3.7	4	-9	-5	-8	-1
51	COc1cccc(/C=C/C(=O)OCC(=O)Nc2nnc(-c3ccccc3)o2)c1OC	x	-17	-2	x	-2	3	-3	x	x
52	COC(=O)CCCC1=CC2=CC(=O)C(C)(OC(=O)CCc3ccccc3)C(=O)C2=CO1 (stereo not drawn)	0.2	x	-9	1.2	x	11	-2	2	0
53	Cc1c(Cc2ccccc2)sc(NC(=O)Cc2ccccc2)c1C(N)=O	-0.1	-12	-3	1.9	6	-3	-1	-7	-1
54	Cc1ccc(N2CCN(S(=O)(=O)c3c(C)noc3C)CC2C)cc1 (stereo not drawn)	-3.0	7	-5	-1.1	0	6	-4	-10	-19
55	CCCCc1cc(=O)oc2cc(O)cc(O)c12	-0.9	16	-5	2.6	0	3	1	-20	-16
